Screening data: PubChem, National Center for Advancing Translational Sciences (NCATS)
MCF10A rerep – DNA re-replication induction in MCF 10a cells; hit rate 2.9% among 350,000; AID 624296; MCF 10A DNA re-replication, Hoechst nuclear intensity, 48 h; Potency, µM (series often up to 46.1 µM), inactives show at the highest dose activity, positive = re-replication, actives largely listed as activators; also: potency is read from the fitted curve at half-maximal effect; % of control where 0% means no effect; nearly all actives have a fitted effect of over 50% in size
Nrf2 block – Nrf2 pathway inhibition; AID 504444; hit rate 2.1% among 360,000; Potency, µM (titrated, usually from 46 µM), without a hit: at the highest dose activity change, negative = inhibition, actives largely listed as inhibitors; A549 ARE-Fluc reporter, luciferase luminescence, 18-24 h; also: potency is read from the fitted curve at half-maximal effect; % is scaled to controls: 0 for no effect and ±100 for the full control effect; nearly all actives have a fitted effect of over 60% in size
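Reporter: ARE-Fluc in A549. Exposure: 18-24 h, 37 °C, 5% CO2, 5% FBS OPTI-MEM. Readouts: fluorescent cytotoxicity (CellTiter-Fluor), then luminescent Nrf2 signal after BugLite.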
A549 tox – kills or reduces viability of A549 cells in Nrf2 counter-screen; A549 ARE-Fluc cells, CellTiter-Fluor viability, 18-24 h; hit rate 0.16% among 390,000; AID 504648; Potency, µM (highest dose often 46 µM), for inactives: top-dose activity change, negative = cytotoxicity, hits mostly inhibitors; also: potency is read from the fitted curve at half-maximal effect; % is scaled to controls: 0 for no effect and ±100 for the full control effect
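A549 ARE-Fluc cells in 5% FBS OPTI-MEM, 5000 cells/well, rested 2 h then exposed to compounds in concentration-response for 18-24 h at 37 °C. Viability by CellTiter-Fluor fluorescence (Ex 405/Em 525) after 30 min; luciferase luminescence (BugLite, 15 min, RT) read afterwards.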
IL1B secr inh – inflammasome signaling inhibition, IL-1 beta readout. hit rate 4.7% among 360,000. THP-1 LPS/ATP IL-1B secretion, AlphaLISA, 16 h; hits give low values. activity change, % at 57.5 µM; in the data active = activity change below about -50%; inconclusive = mostly about -30% to -49%; also: % is scaled to controls: 0 for no effect and ±100 for the full control effect
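THP-1 cells pretreated 1 hr with compounds (up to 57.5 uM final), then stimulated with LPS (250 ng/mL final) plus ATP (1.25 mM final); secreted IL-1B measured by AlphaLISA after 16 hr, decreased signal indicating inhibition.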
TGFb SMAD3 inh – TGF-b pathway inhibition. Potency, µM (top dose mostly 46.1 µM), for inactives: at the top dose activity, negative = inhibition, hits mostly inhibitors. hit rate 1.2% among 410,000. AID 588855. HepG2 CAGA-GFP TGF-b/SMAD3 reporter, GFP fluorescence, 18 h; TGF-beta stimulated, 500 pg/mL final; also: potency is read from the fitted curve at half-maximal effect; % is scaled to controls: 0 for no effect and ±100 for the full control effect; nearly all actives have a fitted effect of over 65% in size
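TGF-beta reporter screen: HEPG2 CAGA-GFP, 1% FBS, 500 pg/mL TGF-beta final, 18 h; per-cell GFP summed per well; curves fitted and categorized by class.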
S2 tox – reduces viability in counter-screen for ATXN expression inhibitors. S2 cells (HEK-293 line with an ATXN2-luciferase reporter) viability, CellTiter-Fluor protease fluorescence, 24 h. Potency, µM (top dose mostly 56.7 µM), most hits filed as cytotoxic. hit rate 0.49% among 400,000; also: potency is read from the fitted curve at half-maximal effect; nearly all actives have a fitted effect of over 40% in size
HepG2 tox – kills HepG2 cells in TGF-b inhibitor counter-screen. Potency, µM (series often up to 46.1 µM), without a hit: at the top dose activity change, negative = cytotoxicity, most hits filed as cytotoxic. hit rate 0.76% among 410,000. HepG2 CAGA-GFP viability, ATP luminescence, 18 h; also: potency is read from the fitted curve at half-maximal effect; some results filed as inactive show a strong effect at the top dose
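CellTiter-Glo luminescence gave cytotoxicity after 18 hours at 37 degrees C. The cells were HepG2 CAGA-GFP in 1% FBS DMEM, stimulated with 500 pg/mL TGF-beta after compound addition. %Activity was normalised to no-cell wells (complete cell-killing) and DMSO (no toxicity), and curves were fitted and classified.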
Nrf2 ARE act – activates Nrf2 signaling; AREc32 ARE-luciferase reporter (MCF7-derived line), luminescence, 24 h; Potency, µM (series often up to 46.1 µM), inactives show top-dose activation, most hits filed as activators; hit rate 0.31% among 410,000; also: potency is read from the fitted curve at half-maximal effect; % of control where 0% means no effect; nearly all actives have a fitted effect of over 65% in size
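Quantitative high-throughput format: AREc32 reporter cells, 1000 per well, received compound by pin transfer and were incubated 24 hr at 37 deg C, 5% CO2, before Steady-Glo luminescence detection.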
ATXN2 expr inh – ATXN2 expression inhibition. AID 1745845. Potency, µM (titrated, usually from 57 µM), for inactives: top-dose activity change, negative = inhibition, usual class: inhibitors. HEK-293 ATXN2-luciferase reporter, luminescence, 24 h. hit rate 0.72% among 360,000; also: potency is read from the fitted curve at half-maximal effect; % is scaled to controls: 0 for no effect and ±100 for the full control effect; nearly all actives have a fitted effect of over 55% in size
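qHTS (up to 57 uM final) was run with 24 h compound exposure of reporter cells at 37 °C. Each well was multiplexed: SteadyGlo luminescence measured ATXN2-luciferase expression after a fluorogenic Gly-Phe-AFC viability readout (25 uM final).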
The depositor's hits bear a star; i = inactive; ? = inconclusive; . = no result given; & = joins results of further samples; [ ] = another dose, or the depositor's remark. Unless noted, calls follow the shape of the dose curve; as a rule, active = well fitted curve in the direction sought with a large enough effect; inconclusive = small, poorly fitted or top-dose-only effect, or another doubt; inactive = no such curve, though single readings can be large; an effect the other way counts as inactive or inconclusive. Rows are unselected; any-hit rate near 8.8%.

SMILES	MCF10A rerep	Nrf2 block	A549 tox	IL1B secr inh	TGFb SMAD3 inh	S2 tox	HepG2 tox	Nrf2 ARE act	ATXN2 expr inh
CCOc1ccc(-n2c(SCC(=O)NC3CCCCC3)nc3c([nH]c4ccccc43)c2=O)cc1	.	.	10%	.	-5%	.	9%	-1.4%	.
NC(=O)c1ccc(NC(=O)CN2CCN(Cc3ccccc3)CC2)cc1	-2%	?	0%	-2	-13%	i	0%	-0.2%	.
Cc1cc(=O)oc2cc(OC(=O)c3nn(C(C)C)c(=O)c4ccccc34)ccc12	8%	-11%	-4%	18	13%	i	3%	-0.2%	-1%
Cc1nc2sccn2c(=O)c1S(=O)(=O)Nc1ccc(N2CCN(S(C)(=O)=O)CC2)cc1	6%	?	-9%&1%	13	10%&-11%	i	-5%&-27%	-0.3%&2.0%	-35%&-30%
CN1C(=O)C(C)(C)c2cc(S(=O)(=O)N3CCCC(C(=O)NCc4ccc(Cl)cc4)C3)ccc21 (stereo not given)	1%	?	-7%	5	-40%	i	-29%	6.6%	-19%
CN(C(=O)CSc1nc2ccccc2c(=O)n1-c1ccc(F)cc1F)C1CCS(=O)(=O)C1 (stereo not given)	-1%	11%	-7%	9	-20%	?	2%	5.0%	3%
CN1CCC(=NNC(=O)C(=O)Nc2ccccc2F)CC1	1%	-2%	2%	-19	2%	i	-7%	0.3%	-18%
Cc1cccc(NC(=O)Cn2nnc(-c3ccc(CN4CCCC4)cc3)n2)c1C	6%	-10%	5%	-8	-21%	i	-13%	0.2%	-13%
COc1ccc(N2CCN(C(=O)CS(=O)(=O)c3cccc4nsnc34)CC2)cc1	.	.	-2%	.	7%	i	-9%	0.3%	4%
COc1ccc(/C(O)=C2/C(=O)C(=O)N(c3ncccn3)C2c2ccc(OC)cc2)cc1 (stereo not given)	-29%	7%	-7%	-6	-3%	i	4%	-0.2%	2%
O=C(O)Cc1cccc2c(=O)cc(-c3ccccc3)oc12	.	.	.	14	23%	i	-4%	-0.2%	6%
COc1ccc(-c2c(C)nn3c(N4CCC(C(=O)N5CCCCC5)CC4)cc(C)nc23)cc1OC	-11%	-3%	7%	14	0%	i	-2%	-0.1%	9%
Cc1ccccc1CSCCNC(=O)c1ccccc1	9%	1%	4%	-13	-43%	i	-25%	3.0%	0%
COc1cccc(NC(=O)CCCn2c(=O)[nH]c3ccccc3c2=O)c1	16%	-30%	2%	2	6%	i	-2%	-0.4%	0%
Cc1ccc([C@H]2C(C(=O)O)=CC[C@@H](c3ccc(Cl)cc3)N2S(=O)(=O)c2ccc(C)cc2)cc1	-32%[inhibitor]	?	-10%	5	?	i	-54%	3.8%	12%
COc1ccc(CNC(=O)Cc2c(C(=O)O)c(C)cn2C)cc1	.	.	-8%	.	26%	i	8%	0.5%	6%
CCOc1ccccc1N(CC(=O)Nc1cc(OC)ccc1OC)S(=O)(=O)c1ccccc1	?	?	0%	6	2%	i	7%	0.2%	-17%
COc1cc(OC)c(NC(=O)N2CCc3cc(S(=O)(=O)N4CCC(C)CC4)ccc32)cc1Cl	.	-9%	-2%	.	.	.	-6%	-0.3%	.
O=C(O)CCn1c(=O)c2cccn2c2cccnc21	.	6%	-2%	.	.	.	-2%	5.7%	.
CN(C)C(CNC(=O)CCOc1ccccc1)c1ccco1 (stereo not given)	2%	17%	-11%	7	-12%	i	-21%	6.4%	-17%
Cc1cc(C#N)c(SCC(N)=O)nc1-c1ccc(F)cc1	?	-28%	0%	-8	-21%	i	5%	2.9%	13%
CCOc1ccc(N(C(C)=O)C2C=CS(=O)(=O)C2)cc1 (stereo not given)	-1%	6%	0%	9	-18%	i	10%	-0.5%	6%
COC(=O)c1sc(N)c(C(=O)OC)c1COC(=O)c1c(C)noc1C	9.2µM*	?	-1%	31	1%	?	3%	-0.4%	-26%
Cc1occc1-c1nnc(SCC(=O)Nc2nc(C(C)(C)C)cs2)o1	15µM*	?	4%[1.84 µM]	0	?	i	-33%	2.9%	26%
CC(C)COC(=O)n1c(SCC(N)=O)nc2ccccc21	0%	18%	0%	6	15%	i	23%	2.3%	.

Going on with the list:
SMILES	MCF10A rerep	Nrf2 block	A549 tox	IL1B secr inh	TGFb SMAD3 inh	S2 tox	HepG2 tox	Nrf2 ARE act	ATXN2 expr inh
CCc1nnc(NC(=O)c2cccc(S(=O)(=O)N3CC(c4ccccc4)CC3=O)c2)s1 (stereo not given)	7%	-19%	13%	10	?	i	-50%	0.1%	1%
COc1ccc(NC(=O)c2cc(C3CC3)nc3c2c(C)nn3-c2ccc(C)cc2)cc1OC	.	10%	8%	.	?	i	-8%	-0.7%	5%
Cc1ccc(/C=N/NC(=O)CSc2nnc(-c3ccc(Cl)cc3)n2-c2ccc(Cl)cc2)o1	94%	?	-18%	-3	-3%	?	2%	0.1%	?
O=C(CCN1C(=O)NC2(CCCC2)C1=O)Nc1ccc(-c2nc3ccccc3s2)cc1	23µM*	12%	-6%	0	?	i	-26%	-0.5%	15%
Cc1ccc(OCCNC(=O)c2ccccc2F)cc1	-11%	?	6%	29	-3%	.	0%	2.5%	35%[activator]
CCOC(=O)c1c(C)sc(-c2c(-c3ccc4c(c3)OCCO4)[nH]c3c2c(=O)n(C)c(=O)n3C)c1O	.	-28%	-11%	.	10%	i	-8%	-0.9%	-1%
COc1ccc(C2SCC(=O)N2c2ccc(C)cc2)cc1 (stereo not given)	26%	-7%	1%	1	0%	?	0%	-0.8%	-1%
O=C(Nc1ccncc1)c1ccc2c(c1)OCCO2	-1%	?	-5%	2	-11%	i	-16%	3.8%	2%
CC1(Oc2ccccc2-c2ccno2)CCN(Cc2csc3ccccc23)C1 (stereo not given)	.	.	.	0	-13%	i	-22%	4.2%	-11%
O=C(Nc1ccon1)c1csc2c1CCCC2	1%	26%	-1%	0	0%	i	1%	6.4%	24%
CC1CN(C2CCCCC2)c2nc3c(c(=O)[nH]c(=O)n3C)n2C1 (stereo not given)	-14%	.	-5%	-19	?	i	-10%	2.8%	-1%
Cn1c2ccc(F)cc2c2nnc(NN)nc21	4%	9%	-4%	9	-9%	i	-23%	4.6%	?
CC(C)(CC(=O)O)CC(=O)N1CCN(c2cc(C(F)(F)F)nc3ccccc23)CC1	5%	-25%	6%	9	3%	i	-24%	2.3%	.
CSc1nc(N)nc(SCC(=O)Nc2cccc(F)c2)c1C#N	?	?	9%	-13	?	i	-30%	11%	14%
Cc1ccc(C)c(NC(=O)CSc2nnc(-c3n[nH]c4ccccc34)o2)c1	6%	-6%	2%	14	1%	i	-17%	0.4%	1%
OCCC1CN(Cc2ccc(-c3ccco3)cc2)CCN1Cc1ccsc1 (stereo not given)	?	-4%	-6%	-61*	-9%	?	-11%	7.0%	-8%
CN(C)S(=O)(=O)c1ccc2c(c1)c(=O)c(C(=O)NCCCN1CCCCCC1)cn2C	4%	2%	6%	14	2%	i	7%	-0.7%	6%
CN(C(=S)NC(=O)c1ccccc1Br)C1CCCCC1	-1%	?	14%	0	?	i	-23%	2.5%	-13%
COc1cccc(NC(=O)c2cc(-c3ccncc3)nc3c(C)cc(C)cc23)c1	15%	1%	-6%	72	-17%	i	-1%	4.3%	-19%
CCOc1ccc(CNc2ccc(N3CCN(Cc4ccccc4)CC3)cc2)cc1	4%	?	-8%	-1	-15%	i	-23%	-0.5%	-21%
COc1ccc(-c2cc(C(F)(F)F)nc(SCCC(=O)Nc3ccccc3F)n2)cc1	.	7%	-1%	.	23%	i	-31%	-1.1%	15%
COCCNC(=O)CN1CCN(C(c2ccccc2)c2ccccc2)CC1	5%	6%	-3%	1	-11%	i	2%	0.1%	-5%
COCC(C)NC(=O)CSc1ncnc2sc(-c3ccccc3)cc12 (stereo not given)	?	4%	2%	-18	-14%	i	-29%	13%	5%
O=S(=O)(Nc1ccc(Br)cc1)c1ccc2nc(-c3ccccc3)[nH]c2c1	.	5%	2%	.	?	?	-78%	-1.6%	?

An excerpt from above in order of heavy-atom count, largest number first.
SMILES	MCF10A rerep	Nrf2 block	A549 tox	IL1B secr inh	TGFb SMAD3 inh	S2 tox	HepG2 tox	Nrf2 ARE act	ATXN2 expr inh
CCOc1ccc(-n2c(SCC(=O)NC3CCCCC3)nc3c([nH]c4ccccc43)c2=O)cc1	.	.	10%	.	-5%	.	9%	-1.4%	.
CN(C(=O)CSc1nc2ccccc2c(=O)n1-c1ccc(F)cc1F)C1CCS(=O)(=O)C1 (stereo not given)	-1%	11%	-7%	9	-20%	?	2%	5.0%	3%
O=C(CCN1C(=O)NC2(CCCC2)C1=O)Nc1ccc(-c2nc3ccccc3s2)cc1	23µM*	12%	-6%	0	?	i	-26%	-0.5%	15%
COc1cccc(NC(=O)c2cc(-c3ccncc3)nc3c(C)cc(C)cc23)c1	15%	1%	-6%	72	-17%	i	-1%	4.3%	-19%
OCCC1CN(Cc2ccc(-c3ccco3)cc2)CCN1Cc1ccsc1 (stereo not given)	?	-4%	-6%	-61*	-9%	?	-11%	7.0%	-8%
COc1cccc(NC(=O)CCCn2c(=O)[nH]c3ccccc3c2=O)c1	16%	-30%	2%	2	6%	i	-2%	-0.4%	0%
Cc1cc(C#N)c(SCC(N)=O)nc1-c1ccc(F)cc1	?	-28%	0%	-8	-21%	i	5%	2.9%	13%
CCOc1ccc(N(C(C)=O)C2C=CS(=O)(=O)C2)cc1 (stereo not given)	-1%	6%	0%	9	-18%	i	10%	-0.5%	6%
O=C(Nc1ccncc1)c1ccc2c(c1)OCCO2	-1%	?	-5%	2	-11%	i	-16%	3.8%	2%
